From PubChem BioAssay
DENV2 CPE rescue – inhibitors of DENV2 cytopathic effect. AID 651640. DENV2-infected cells, cytopathic effect rescue, plate reader. 350,000 tested, 1.7% active. CPE inhibition, % at 9.99 µM; in the data active = CPE inhibition above about 20%, passing the limit was not always enough; inconclusive = no clear call, values can overlap the other calls; tested in BHK-21 cells;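 also: 0% = median of neutral control wells and 100% = median of positive control wells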
Statin myotox sup – suppressors of simvastatin-induced myotoxicity in C2C12 myotubes; ATP luminescence, 48 h; scaled: DMSO 0, geranylgeraniol control 100; rescue of ATP level, % at 7.49 µM; 330,000 tested, 0.78% active;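 active = mean ATP rescue above about 67%, or every replicate alone reaching that limit, limit read from the data, passing the limit was not always enough; inconclusive = no clear call, values can overlap the other calls; inactive = mean under the limit and some replicate under it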;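 also: myotubes were challenged with 10 µM simvastatin during compound exposure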
PglD DTNB – blocks C. jejuni PglD acetyltransferase activity | purified PglD enzyme, DTNB colorimetric CoA detection | inhibition, % at 12.5 µM | 360,000 tested, 0.098% active; in the data active = inhibition above about 16%, passing the limit was not always enough; inconclusive = no clear call, values can overlap the other calls; also: strong numbers were not always called active
E-selectin induc – E-selectin induction on HUVECs; HUVEC E-selectin immunofluorescence imaging; normalized: neutral wells 0, TNF-alpha wells 100; 260,000 tested, 0.37% active; AID 686992; activation, % at 7.58 µM;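 active = mean E-selectin-positive cell signal at least 10% of the positive control, reached in at least 60% of replicates, without over 20% cell loss; inconclusive = no rule given, readout overlaps actives, possibly toxicity-flagged; inactive = the rest, including those meeting only one limit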;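 also: in these data hits start at about 27%; measured in HUVEC primary endothelial cells; signal is the percent of cells scored E-selectin positive by PE staining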
Target sequence (P16581 whole entry, looked up): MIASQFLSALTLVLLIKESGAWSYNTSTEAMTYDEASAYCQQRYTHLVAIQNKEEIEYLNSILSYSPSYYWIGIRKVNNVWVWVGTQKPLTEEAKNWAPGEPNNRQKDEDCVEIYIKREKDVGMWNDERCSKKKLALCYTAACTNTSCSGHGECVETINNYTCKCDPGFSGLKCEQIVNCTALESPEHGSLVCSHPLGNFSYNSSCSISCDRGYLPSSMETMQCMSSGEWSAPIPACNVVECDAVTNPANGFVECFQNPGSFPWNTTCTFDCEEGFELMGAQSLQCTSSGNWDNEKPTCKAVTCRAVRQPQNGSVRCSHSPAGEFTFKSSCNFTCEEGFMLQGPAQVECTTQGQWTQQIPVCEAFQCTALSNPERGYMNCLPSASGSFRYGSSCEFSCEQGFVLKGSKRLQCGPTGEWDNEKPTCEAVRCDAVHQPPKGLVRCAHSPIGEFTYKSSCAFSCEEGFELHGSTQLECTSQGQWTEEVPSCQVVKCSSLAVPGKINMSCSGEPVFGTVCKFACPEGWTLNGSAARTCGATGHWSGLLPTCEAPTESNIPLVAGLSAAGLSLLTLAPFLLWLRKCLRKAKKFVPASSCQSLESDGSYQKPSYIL
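Test system: HUVEC | Signal: Immunofluorescence imaging | Read-out: Percent E-selectin-positive cells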
ERp5 inh – blocks human ERp5 reductase activity on insulin; 350,000 tested, 0.05% active; inhibition, % at 9.99 µM; ERp5 insulin aggregation, absorbance 650 nm, 90 min; AID 651711; Q15084;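 active = mean replicate inhibition above about 25%, with every replicate also reaching it, limit read from the data, passing the limit was not always enough; inconclusive = only one of those two criteria met; inactive = neither criterion met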
S100A4 MyoIIA – blocks human S100A4 binding to myosin IIA peptide | S100A4/TAMRA-MyoIIA peptide fluorescence polarization | inhibition, % at 10.7 µM | 360,000 tested, 0.14% active | AID 652163;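 active = mean inhibition of at least 70% across replicates, with every replicate also reaching that level; inconclusive = mean inhibition reaches 70% but some replicates fall short; inactive = mean inhibition below 70%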
Target sequence (P26447 whole entry, looked up): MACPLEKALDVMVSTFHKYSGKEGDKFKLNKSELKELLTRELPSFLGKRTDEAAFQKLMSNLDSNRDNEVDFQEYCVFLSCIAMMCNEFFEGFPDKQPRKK
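Material: S100A4 monomer (human). Medium: Calcium-containing HEPES buffer, pH 7.2. Probe or stimulus: labelled myosin peptide probe, 5 nM. Compound dosing: one concentration per compound. Timing: polarization read 5 min after assay mix addition, stable 5–60 min. Benchmarks: DMSO as neutral control, TFP as positive control.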
SIRT5 inh – inhibitors of human sirtuin-5 desuccinylase. 330,000 tested, 1.1% active. Q9NXA8. Purified SirT5, succinyl-peptide AMC, trypsin-coupled fluorescence. inhibition, % at 15 µM; in the data active = inhibition above about 15%; inconclusive = no clear call, values can overlap the other calls
Target sequence (Q9NXA8 whole entry, looked up): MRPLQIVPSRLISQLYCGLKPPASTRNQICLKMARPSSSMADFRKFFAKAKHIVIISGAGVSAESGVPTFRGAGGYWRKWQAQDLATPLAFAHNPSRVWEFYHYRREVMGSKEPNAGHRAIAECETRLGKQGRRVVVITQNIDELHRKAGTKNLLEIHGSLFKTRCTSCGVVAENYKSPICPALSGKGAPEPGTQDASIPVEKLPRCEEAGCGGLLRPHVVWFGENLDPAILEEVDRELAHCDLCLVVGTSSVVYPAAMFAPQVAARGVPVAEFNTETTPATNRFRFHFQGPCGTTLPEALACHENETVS
An asterisk follows results filed as active; ? = inconclusive; / = no result given; & = joins results of further samples. An excerpt, so the mix of outcomes need not match the whole.

Structure	DENV2 CPE rescue	Statin myotox sup	PglD DTNB	E-selectin induc	ERp5 inh	S100A4 MyoIIA	SIRT5 inh
CCCN(C)C[C@@H]1Oc2cc(-c3ccccc3)ccc2S(=O)(=O)N([C@@H](C)CO)C[C@@H]1C	8	-2	2	0.8	-7	-8	-3
COc1ccc(S(=O)(=O)Nc2ccc3c(c2)CC(=O)N([C@H](C)CO)C[C@@H](C)[C@H](CN(C)C)O3)cc1	1	-13	3	/	5	5	/
COCCCNC(=O)c1c(N)n(-c2ccc(S(N)(=O)=O)cc2)c2nc3ccccc3nc12	-2	/	3	-2.7	8	0	-5
O=C(CCNC(=O)C1CCN(S(=O)(=O)c2ccccc2)CC1)Nc1ccccc1	6	13	7	/	12	45	-7
Cc1c(Cl)c([N+](=O)[O-])nn1Cc1ccc(C(=O)NN)o1	-5	/	-6	-0.1	5	-2	1
CNC(=O)c1ncoc1-c1ccc(Cl)cc1	0	-6	/	-0.1	4	1	-2
CCOc1ccc(NC(=O)C2C(C(=O)O)C3(Cl)C(Cl)=C(Cl)C2(Cl)C3(Cl)Cl)cc1 (centres undefined)	-2	/	/	/	2	4	3
C[C@@H]1CCCCO[C@@H](CN(C)Cc2ccc(C(=O)O)cc2)[C@@H](C)CN([C@@H](C)CO)C(=O)c2cc(NC(=O)c3ccccc3)ccc2O1	-3	/	0	-0.2	2	55	-5
O=C(Nc1ccc2ncccc2c1)c1ccccc1Cl	5	5	0	-0.9	2	-4	-1
CC1(C)CC(=O)C(C=Nc2ccc(NC3=C(C#N)C(=O)CC(C)(C)C3)cc2)=C(O)C1	/	-2	-4	/	2	-1	-4
COC(=O)C[C@H]1CC[C@@H]2[C@H](COc3ccc(NC(=O)c4ccc(OC)cc4)cc3C(=O)N2C)O1	-3	23	1	0.0	1	8	4
Cc1ccccc1Nc1nc(N)c2ccccc2n1	1	-54	8	/	5	34	10
C[C@H]1CN([C@@H](C)CO)S(=O)(=O)c2ccc(Br)cc2O[C@H]1CN(C)S(=O)(=O)c1ccc(F)cc1	-9	-1	0	0.2	4	-3	4
CO[C@@H]1CN(C)C(=O)c2ccc(NC(=O)Nc3ccc(Cl)cc3)cc2OC[C@H](C)N(C)C[C@H]1C	-14	-20	0	-0.2	2	0	2
OCC[C@@H]1C[C@H](O)[C@@H](O)[C@@]2(CCc3ccccc3O2)O1	-1	-9	-2	0.0	0	-3	/
CC(C)N1C(=O)CCN(C=O)c2ccccc21	1	/	/	/	3	-3	-1
Cc1ccccc1N1CCN(C(=O)CN2C(=O)c3ccccc3C2=O)CC1	/	11	-4	/	7	-4	/
CO[C@H]1CN(C)C(=O)c2ccc(NC(=O)Nc3ccccc3Cl)cc2OC[C@@H](C)NC[C@@H]1C	0	-10	-2	-0.2	3	6	0
COc1ccc(NC(=O)N(C)C[C@H]2Oc3ccc(NC(=O)Nc4ccc5c(c4)OCO5)cc3C(=O)N([C@H](C)CO)C[C@@H]2C)cc1	3&-19	-40&6	-9&-3	-0.3&-0.2	2&2	-4&3	-11&-3
C[C@@H]1CN([C@@H](C)CO)C(=O)CCCn2nncc2CO[C@@H]1CN(C)C(=O)NC1CCCCC1	3&-5	21&-9&-5	2&1&4	-0.2&0.0	-4&-6	-3&-5&6	-4&-2
COc1cc(NC(=O)CSc2nnnn2C2CCCC2)cc(OC)c1	5	0	6	2.8	3	1	2
O=C(O)CCCCCN1C(=O)C(O)=C(C(=O)/C=C/c2ccccc2)C1c1ccccc1[N+](=O)[O-] (centres undefined)	3	/	/	/	6	10	9
O=C(NCC[C@@H]1CC[C@@H](NS(=O)(=O)c2cccc(F)c2)[C@@H](CO)O1)C1CC1	-1	3	-1	-0.2	-6	0	-2
CCNC(=O)C[C@H]1CC[C@H]2[C@H](COc3ccc(NC(=O)Nc4ccccc4F)cc3C(=O)N2C)O1	?	6	1	0.0	-8	-2	0
Cc1ccc(S(=O)(=O)Nc2ccc3c(c2)CC(=O)N([C@H](C)CO)C[C@H](C)[C@@H](CN(C)S(=O)(=O)c2ccc(Cl)cc2)O3)cc1	?	56	-3	0.3	/	/	/

Grouped by structure: those above containing two or more sulfur atoms
Structure	DENV2 CPE rescue	Statin myotox sup	PglD DTNB	E-selectin induc	ERp5 inh	S100A4 MyoIIA	SIRT5 inh
C[C@H]1CN([C@@H](C)CO)S(=O)(=O)c2ccc(Br)cc2O[C@H]1CN(C)S(=O)(=O)c1ccc(F)cc1	-9	-1	0	0.2	4	-3	4
Cc1ccc(S(=O)(=O)Nc2ccc3c(c2)CC(=O)N([C@H](C)CO)C[C@H](C)[C@@H](CN(C)S(=O)(=O)c2ccc(Cl)cc2)O3)cc1	?	56	-3	0.3	/	/	/

(next part)
Structure	DENV2 CPE rescue	Statin myotox sup	PglD DTNB	E-selectin induc	ERp5 inh	S100A4 MyoIIA	SIRT5 inh
Cc1cc2n(n1)C(c1ccccc1)Nc1ccccc1-2 (centres undefined)	/	-2	-2	/	0	1	12
Cc1cc(C)c(S(=O)(=O)N2CCN(C(=O)CN3C(=O)NC4(CCCC4)C3=O)CC2)c(C)c1	-1	-4	-3	/	7	-1	-2
O=C(c1cccs1)n1nc(NCc2ccccc2)nc1NCc1ccccc1	18	/	-4	/	-8	0	/
CCn1c(SCC(=O)OC2CCCCC2)nnc1-c1ccncc1	/	-1	-4	0.5	/	/	/
CCOc1cc(NC(=S)NCC2CCCO2)c(OCC)cc1NC(=O)CC(C)C (centres undefined)	-5	/	/	-0.2	5	14	-5
CC(C)C(=O)Nc1cccc(NC(=S)NC(=O)c2cccs2)c1	3	-6	1	-0.8	7	-1	-3
CC1=NN(Cc2ccccc2)C(=O)/C1=C/c1ccc(N(C)C)cc1	7	49	1	/	-3	6	4
C=CCC(CC=C)(NC(=O)c1cccc(C)c1)c1ccccc1	-2	/	/	-3.2	?	0	-4
C[C@H]1CN([C@@H](C)CO)C(=O)Cc2cc(NS(=O)(=O)c3ccc(Cl)cc3)ccc2O[C@@H]1CN(C)Cc1ccccc1	4	55	1	0.8	3	5	4
CCC(=O)NC(=S)Nc1ccc(NC(=O)COc2ccccc2)cc1	-4	/	-2	/	1	2	/
CC1CCCCN1C(=O)Cn1c(=O)oc2cc(S(=O)(=O)N3CCCC3)ccc21 (centres undefined)	5	/	-1	0.1	0	19	12
O=C(NCc1ccc(F)cc1)C1(S(=O)(=O)c2ccc(Cl)cc2)CC1	-2	9	1	-0.1	7	3	-14
CN1OC[C@@H]2CN(Cc3ccccc3)[C@H](c3cccc(-c4ccc(C#N)cc4)c3)C[C@@H]21	-3	1	0	0.5	3	-5	1
CS(=O)(=O)Nc1ccc2c(c1)[C@@H]1C[C@H](CC(=O)NCc3ccc(Cl)cc3)O[C@H](CO)[C@@H]1O2	5	-1	0	0.0	-4	15	-6
O=c1c2cc(NC(=S)NC3CCCCC3)ccc2nc2n1CCCCC2	4	/	/	0.0	0	20	/
CO[C@@H]1CN(C)C(=O)c2ccc(NC(C)=O)cc2OC[C@@H](C)N(S(=O)(=O)c2cn(C)cn2)C[C@@H]1C	-1	-16	-2	-0.2	-1	6	-2
COc1cccc(C#Cc2cnc3c(c2)C(=O)N([C@@H](C)CO)C[C@H](C)[C@@H](CN(C)C(=O)C2CCC2)O3)c1	15	55	-2	-0.7	3	9	5
Cc1ccc(C2=NN(CC(=O)NCCN(C)C)C(=O)CC2)cc1	0	0	4	-0.1	2	-5	2
COc1ccc(N2CCN(C(=O)CCN3C(=O)C4C5C=CC(C5)C4C3=O)CC2)cc1 (centres undefined)	-2	/	/	/	5	1	1
COc1ccc(CNC(=O)c2cc3c(=O)n4cccc(C)c4nc3n(CC3CCCO3)c2=N)cc1 (centres undefined)	1	7	3	1.6	-3	1	2
CC(C)(C)c1ccc(C(=O)OCC(=O)NC2CC2)cc1	?	-4	-4	/	-7	-1	-2
Cc1ccnc(NC(=O)CCC(=O)N(CC(=O)NC(C)(C)C)c2ccc3c(c2)OCCO3)c1	-11	/	/	/	-4	-1	-4
COc1cc(C(=O)NC(=S)Nc2ccc3c(c2)OCO3)cc(OC)c1OC	?	/	-9	/	-3	-2	-2
C[C@H]1CN([C@@H](C)CO)S(=O)(=O)c2ccc(C3=CCCCC3)cc2O[C@@H]1CN(C)C(=O)Cc1ccncc1	-1	-2	5	0.9	0	0	3
C[C@@H]1CN([C@@H](C)CO)C(=O)c2cccc(NS(=O)(=O)c3ccc(Cl)cc3)c2O[C@H]1CN(C)S(=O)(=O)c1ccc(F)cc1	9	-4	1	-0.6	/	/	/
O=C1COc2ccc(S(=O)(=O)NCCc3ccccc3)cc2N1	20	6	2	/	7	-1	-10
COc1ccc(N(CC(=O)NC2CCCCC2)S(=O)(=O)c2cccnc2)cc1	7	19	-3	0.1	6	-2	-3
CCCNC(=O)C[C@@H]1C[C@H]2c3cc(NC(=O)CC4CC4)ccc3O[C@H]2[C@@H](CO)O1	-1	-5	0	-0.1	-2	1	-2
COc1ccc(N(Cc2cc3cc(OC)ccc3[nH]c2=O)S(=O)(=O)c2ccc(NC(C)=O)cc2)cc1	6	0	7	/	-2	5	0
CC(Sc1nnc(N)s1)C(=O)NC1CCCCC1C (centres undefined)	8	-3	-2	/	2	62	9
CCOc1ccc(NCC(=O)c2ccc(C)cc2)cc1	-1	/	/	0.4	0	-2	0
Cc1nc2scc(C)n2c(=O)c1S(=O)(=O)NCCc1ccc(Cl)cc1	?	4	1	/	2	2	-3
CCc1nc2cc(NC(=O)C3(C)CCCN(C(C)C)C3)ccc2o1 (centres undefined)	-4	2	-2	-0.1	-4	-7	-5
O=CNc1cc(-c2ccc(C(=O)N3CCOCC3)cc2)cn2c(-c3ccc(F)cc3)cnc12	1	6	1	1.6	-1	-1	1
C[C@@H]1CCCCO[C@H](CN(C)S(=O)(=O)c2ccccc2)[C@H](C)CN([C@@H](C)CO)C(=O)c2cc(NC(=O)Nc3ccc(C(F)(F)F)cc3)ccc2O1	23*	/	-1	-0.1	2	12	7
O=C(Nc1ccc(Cl)cc1)c1ccc(Br)cc1F	0	/	/	16	2	1	-4
CNC(=O)C[C@@H]1CC[C@H]2[C@H](COc3ccc(NC(=O)c4ccc(F)c(F)c4)cc3C(=O)N2C)O1	-8	17	15	0.0	0	-2	-1
Cc1nc2ncccn2c1-c1csc(Nc2ccccc2)n1	-1	/	/	/	1	-1	-1
CC(=O)Nc1ccc(-c2ccnc3c2CC(C(=O)Nc2ccc(C(C)C)cc2)O3)cc1 (centres undefined)	3	-19	-7	2.2	-5	0	-2
Cn1c(C(=O)O)c(C=O)c2ccccc21	/	15	-5	3.2	1	-5	-1
COc1ccc2c(c1)C1NC(=S)NC(C)(O2)C1C(=O)Nc1ccc(Cl)cc1 (centres undefined)	-9	/	/	0.2	-4	5	1
O=C(O)c1ccc(NC(=O)c2ccco2)c(NC(=O)c2ccco2)c1	7	0	-4	/	-1	9	-8
Cc1noc(C)c1NC(=O)N(C)C[C@@H]1Oc2ccc(NC(=O)Nc3cccc4ccccc34)cc2CC(=O)N([C@H](C)CO)C[C@H]1C	8	6	1	0.0	1	-5	0
CN(Cc1cnccn1)Cc1nc(Cc2ccccc2Cl)no1	0	/	/	/	0	15	-1
CCCCn1c(SC(C)C(=O)NCC2CCCO2)nc2cc(C(=O)OC)ccc2c1=O (centres undefined)	-10	-2	1	/	3	4	1
O=C(N[C@H]1C=C[C@H](CC(=O)N2CCN(c3ccccc3)CC2)O[C@H]1CO)c1ccncc1	-4	8	-5	-0.3	-2	16	3
